Bioassay records from PubChem BioAssay.
PMI inhibition: MPI inhibition at elevated mannose 6-phosphate – biochemical, fluorescence intensity, high mannose 6-phosphate, primary screen (AID 1220). recombinant PMI enzyme, coupled fluorescence intensity; higher % means a stronger effect. 190,000 compounds, 0.66% hits. inhibition, % at 20 µM, or IC50 in µM where a hit was titrated
Yfh1-depleted yeast: enhancers of respiration in Yfh1-depleted yeast, dose response, Friedreich's ataxia, plus single-dose screen (AID 1465) | S. cerevisiae Yfh1-off respiration, WST-1 reduction, 72 h; higher fold induction means a stronger effect | fold induction at 50 µM; hits with a dose series show EC50 in µM | 220,000 compounds, 0.074% hits;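 active means fold induction of absorbance versus untreated yeast above a set limit, then at least 30% activation at any dose in follow-up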;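 further: activators that raise dye reduction in frataxin-depleted yeast; strong numbers were not always called active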
LYP inhibition: inhibitors of LYP phosphatase, biochemical, fluorescence intensity, uHTS (AID 1779). 290,000 compounds, 0.054% hits. recombinant LYP phosphatase, fluorescence intensity; higher % means a stronger effect. one-dose inhibition, % at 11.5 µM; IC50 in µM for titrated hits;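 further: plate controls were vehicle with enzyme for no effect and no enzyme for full effect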
P. falciparum M17LAP: P. falciparum M17LAP inhibitors, primary screen, biochemical, fluorogenic H-Leu-NHMec substrate, 1536-well (AID 1619); recombinant M17LAP, H-Leu-NHMec fluorogenic kinetic assay; higher % means a stronger effect; inhibition, % at 30 µM, or IC50 in µM where a hit was titrated; 220,000 compounds, 0.38% hits;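 active means compound inhibiting the enzyme by more than half at any dose during confirmatory dose-response retesting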;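 further: plate controls were full reaction with DMSO carrier for no effect and no enzyme background for full effect; strong numbers were not always called active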
WT yeast gro inh: growth inhibition of WT yeast, mitochondrial fusion screen. mitochondrial fusion phenotypic screen, WT strain. inhibition, % at 10 µM. 190,000 compounds, 2.1% hits; in the data active means inhibition above about 58%; tested in S. cerevisiae
XIAP antagonists: XIAP antagonists, biochemical, IAP family, fluorescence polarization (AID 1018) | displacement, % at 20 µM; hits with a dose series show IC50 in µM | XIAP BIR domain, fluorescence polarization peptide displacement; higher % means a stronger effect | 200,000 compounds, 0.007% hits; in the data active means displacement above about 50%; further: a part of the inactive calls stands beside numbers as strong as those of hits
M1AAP inhibition: malaria alanyl aminopeptidase activity blockers – biochemical, fluorogenic H-Leu-NHMec substrate, 1536-well (AID 1445); recombinant M1AAP, H-Leu-NHMec fluorogenic kinetic assay; higher % means a stronger effect; inhibition, % at 30 µM; hits with a dose series show IC50 in µM; 220,000 compounds, 0.42% hits;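 active means primary inhibition above the hit cutoff, then over 50% inhibition at one or more dose response concentrations, cut at about 23% in these data, passing the limit was not always enough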;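 further: plate controls were DMSO full reaction for no effect and no enzyme background for full effect; strong numbers were not always called active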
TNAP activators: stimulation of alkaline phosphatase TNAP activity – biochemical, luminescent, no phosphate acceptor, uHTS, primary screen (AID 1001); 200,000 compounds, 0.03% hits; purified TNAP, luminescent activation assay, no phosphate acceptor; higher activation fold means a stronger effect; one-dose activation fold at 20 µM; EC50 in µM for titrated hits; in the data active means activation fold from about 3, or a potency from the dose series; inactive means the rest, 99 in 100 with activation fold below about 1.6; further: many of its hits are not listed in these tables
PMI inhibitors: inhibitors of human PMI, primary screen, biochemical, fluorescence intensity, coupled assay (AID 1209). purified PMI enzyme, coupled fluorescence intensity; higher % means a stronger effect. inhibition, % at 20 µM, or IC50 in µM where a hit was titrated. 190,000 compounds, 0.42% hits;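 further: plate controls were DMSO vehicle for no effect and wells lacking substrate for full effect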
WT yeast gro inh mutant strain: second read-out of WT yeast gro inh, no call of its own (marks repeat the call); inhibition, %; mitochondrial fusion phenotypic screen, mutant strain inhibition
* marks the source's active call; other numbers are inactive results; i = inactive; / = not tested or not shown. Unless noted, no stated cut-off is given here; in the data, active means inhibition above about 50%; inactive means the rest.

SMILES	PMI inhibition	Yfh1-depleted yeast	LYP inhibition	P. falciparum M17LAP	WT yeast gro inh	WT yeast gro inh mutant strain	XIAP antagonists	M1AAP inhibition	TNAP activators	PMI inhibitors
CCCC(=O)Oc1ccc(N(C(=O)CCC)S(=O)(=O)c2cccc([N+](=O)[O-])c2)cc1	12%	i	-2%	1%	4	2	-3.1%	7%	1.2	13%
O=C(C1CCCN(S(=O)(=O)c2cccc3nonc23)C1)N1CCN(c2cccc(Cl)c2)CC1 (stereo not given)	5%	i	2%	-5%	18	1	-3.9%	7%	1	9%
CCOC(=O)c1cc(-c2ccc(Cl)cc2)nc2c1c(=O)[nH]c(=O)n2CCOC	-5%	i	-15%	2%	8	11	-3.7%	-1%	1.2	-7%
CCCCN(C)CCCNC(=O)c1cc(=O)[nH]c2ccc(S(=O)(=O)N3CCCCC3C)cc12 (stereo not given)	-4%	i	-10%	14%	-18	0	-1.1%	8%	1	1%
C=C(C)CC(Nc1ccc(OC)cc1)c1ccco1 (stereo not given)	40%	i	-6%	-4%	0	-7	-3.8%	-4%	1	18%
c1ccc(-c2ccccc2OCCOCCN2CCc3ccccc3C2)cc1	13%	i	-8%	-8%	44	53	-1.8%	5%	1.1	4%
O=[N+]([O-])c1ccc(Cl)c(/C=N/N2CCN(Cc3ccccc3)CC2)c1	4%	i	-5%	5%	0	8	-12%	3%	1.1	16%
O=C(NCCc1c[nH]c2ccccc12)C(=O)NCC(c1ccco1)N1CCN(c2ccc(F)cc2)CC1 (stereo not given)	-3%	i	1%	8%	-1	1	-4.4%	4%	1.2	3%
COc1ccc([N+](=O)[O-])cc1NC(=O)CCCOc1ccccc1	0%	i	2%	10%	0	-25	-5.1%	3%	1	-2%
Cc1c(C(=O)O)oc2ccc(S(=O)(=O)N3CCCCC3C(=O)O)cc12 (stereo not given)	-5%	i	-6%	-5%	9	2	-1.0%	11%	1.1	-8%
COCCOC(=O)c1c(C)nc(SCC(=O)Nc2cccc3ccccc23)c(C#N)c1-c1ccco1	16%	i	3%	-6%	12	26	-2.4%	1%	1.1	16%
S=C(Nc1ccccc1)Nc1ccc(Cl)cn1	15%	i	2%	2%	14	10	-5.2%	1%	1	16%
FC(F)(F)c1cccc(Nc2ncnc3ccccc23)c1	6%	i	-8%	-3%	13	7	-1.9%	3%	1.1	8%
O=[N+]([O-])c1cccc(-c2nc(-c3cccs3)c(-c3cccs3)[nH]2)c1	1%	/	-5%	1%	38	12	-5.1%	-4%	1.1	6%
O=C(c1ccoc1)N1CCC2(CC1)Oc1ccc(Cl)cc1C(=O)C21CC(c2ccc(Cl)cc2)=NO1 (stereo not given)	/	i	2%	5%	/	/	/	5%	/	/
COc1cc(/C=C/C(=O)O)cc(S(=O)(=O)Nc2ccc3nc(C)sc3c2)c1OC	/	i	-7%	-6%	/	/	/	3%	/	/
COc1ccc(-c2cn3c(C)c(C(=O)Nc4ccncc4)sc3n2)cc1	-60%	i	-6%	6%	16	11	-2.9%	9%	1.1	-55%
COc1ccc(-n2c(SCC(N)=O)nnc2-c2ccccc2F)cc1	6%	i	-5%	9%	-12	-13	-3.7%	5%	1	9%
CCn1nc(-c2ccccc2)c2nc3ccccc3nc21	18%	i	-3%	1%	-8	12	-6.9%	1%	1	12%
O=C(CCc1ccccc1)OCC(=O)c1cccc([N+](=O)[O-])c1	11%	i	5%	2%	8	-10	-8.9%	2%	1.1	4%
CCOCC(=O)Nc1c(C(=O)Nc2ccc(OC)cc2OC)oc2ccccc12	17%	i	1%	6%	6	7	-6.8%	7%	1.1	20%
O=C(NCCO)C1CCN(C(=O)c2ccc(-c3ccccc3)cc2)CC1	10%	i	-3%	3%	-8	-10	-7.5%	3%	1	7%
COc1ccc(S(=O)(=O)N2CCC(C(=O)N3CCCC3)CC2)cc1	10%	i	-4%	-4%	-15	-9	-0.5%	2%	1	8%
CCCSc1ncccc1C(=O)O	/	i	-6%	7%	/	/	/	7%	/	/
O=C(CSc1nnc(-c2cccs2)n1-c1ccccc1)Nc1ccccc1	-18%	i	1%	9%	1	-2	-5.9%	0%	1.1	-10%
The list continues:
SMILES	PMI inhibition	Yfh1-depleted yeast	LYP inhibition	P. falciparum M17LAP	WT yeast gro inh	WT yeast gro inh mutant strain	XIAP antagonists	M1AAP inhibition	TNAP activators	PMI inhibitors
Cc1cc(N2CCOCC2)nc(C(C)C)n1	7%	i	-4%	0%	6	32	-5.7%	-3%	1.2	-7%
Cc1ccc(CSCC(=O)Nc2ccccc2F)cc1	8%	i	-2%	11%	0	5	-4.4%	9%	1.1	7%
O=C(Cn1c2c(sc1=O)C1c3ccccc3OCC1CS2)Nc1ccc(Cl)c(Cl)c1 (stereo not given)	-18%	i	-5%	12%	22	9	-13%	6%	1.1	-11%
CCC(=O)Nc1cc(C)c(OC)c(C)c1	1%	i	-8%	-4%	0	-2	-0.7%	-1%	1	3%
CCOC(=O)CCSc1nc(C)c2cc(C)c(C)cc2n1	-10%	i	-3%	-9%	15	3	-7.2%	-6%	1.1	-3%
CCCCNS(=O)(=O)c1ccc(NC(=O)C(Sc2ccccc2)c2ccccc2)cc1 (stereo not given)	14%	i	6%	-8%	17	14	-2.5%	4%	1.3	23%
Cc1ccc(-c2c3c(nc4sc(C(N)=O)c(N)c24)CCCC3)o1	-40%	i	-3%	28%	9	-9	-3.0%	1%	1.1	-36%
CCCCOC(=O)C(C#N)c1nc2ccccc2nc1N1CCN(Cc2ccc3c(c2)OCO3)CC1 (stereo not given)	36%	i	1%	-4%	37	8	-0.8%	0%	1	6%
Cc1ccc(Nc2c(-c3cccnc3)nc3ccc(Br)cn23)cc1	-7%	i	-4%	6%	-2	15	1.4%	8%	1.2	-8%
COc1c(C)cc(Br)cc1C(=O)Nc1ccc(S(N)(=O)=O)cc1	-3%	i	-6%	-4%	2	7	-5.3%	0%	1	-22%
CC(=O)NS(=O)(=O)c1ccc(NC(=O)CSc2ccc(Cl)cc2)cc1	-8%	i	-5%	-1%	-17	0	-2.7%	5%	1.1	-1%
CCCC1=[N+](CC(=O)c2ccc(Br)cc2)CCn2cccc21	/	i	-4%	16%	/	/	/	3%	/	/
COc1cccc(C(=O)Nc2ccc(S(=O)(=O)Nc3cc(C)nc(C)n3)cc2)c1	/	i	1%	4%	-10	-19	-1.6%	0%	1.1	/
CC(=O)N1CCN=C1SCc1ccc(Br)cc1	-1%	i	-10%	0%	5	8	-9.5%	-2%	1	7%
Cc1ccc(-c2cc3nc(-c4ccc(Br)cc4)cc(N)n3n2)cc1	-9%	i	-2%	-2%	-10	-9	-4.3%	-5%	1.1	-3%
CCCn1c(SCC(=O)Nc2ccc3c(c2)OCO3)nc2c1c(=O)n(C)c(=O)n2C	14%	i	-2%	4%	-9	-10	-0.9%	0%	1	9%
Cc1[nH]c2ccccc2c(=O)c1CN(C)Cc1ccccc1	-6%	i	-4%	-3%	4	-4	-2.4%	5%	1.1	-1%
Cc1nc2c(C#N)cnn2c2c1CCNN2C	-1%	i	4%	4%	-3	11	-8.5%	6%	1.1	3%
CN1N=C(c2ccc(F)c(F)c2)CSC1=NCc1ccccc1	7%	i	4%	5%	69*	48*	-3.5%	-1%	1.3	12%
CCN1CCN(CC(=O)Nc2cc3c(cc2C(C)=O)OCO3)CC1	0%	i	-4%	3%	3	-4	-4.5%	1%	1.2	6%
NN1C(=O)c2cccc3c(C(=O)O)ccc(c23)C1=O	-13%	i	-3%	23%	1	0	-7.5%	5%	1.1	-1%
O=C(c1ccc(CS(=O)(=O)c2ccc(Br)cc2)o1)N1CCOCC1	-3%	i	-4%	14%	11	-7	-2.7%	-3%	1	-2%
CC(=C1C(=O)c2ccccc2C1=O)N1CCc2ccccc2C1	1%	i	-4%	1%	-9	-3	-4.8%	-4%	1	10%
Cc1cnc(NC(=O)COc2cccc3c2OC(C)(C)C3)s1	-5%	i	-8%	6%	6	18	0.5%	-3%	1.1	-2%
O=C(COC(=O)c1ccco1)NCC1CCCO1 (stereo not given)	-9%	i	-2%	2%	6	2	-7.1%	21%	1.2	-9%

Filtered by structure: those above containing a COOH group
SMILES	PMI inhibition	Yfh1-depleted yeast	LYP inhibition	P. falciparum M17LAP	WT yeast gro inh	WT yeast gro inh mutant strain	XIAP antagonists	M1AAP inhibition	TNAP activators	PMI inhibitors
Cc1c(C(=O)O)oc2ccc(S(=O)(=O)N3CCCCC3C(=O)O)cc12 (stereo not given)	-5%	i	-6%	-5%	9	2	-1.0%	11%	1.1	-8%
COc1cc(/C=C/C(=O)O)cc(S(=O)(=O)Nc2ccc3nc(C)sc3c2)c1OC	/	i	-7%	-6%	/	/	/	3%	/	/
CCCSc1ncccc1C(=O)O	/	i	-6%	7%	/	/	/	7%	/	/
NN1C(=O)c2cccc3c(C(=O)O)ccc(c23)C1=O	-13%	i	-3%	23%	1	0	-7.5%	5%	1.1	-1%

The list continues:
SMILES	PMI inhibition	Yfh1-depleted yeast	LYP inhibition	P. falciparum M17LAP	WT yeast gro inh	WT yeast gro inh mutant strain	XIAP antagonists	M1AAP inhibition	TNAP activators	PMI inhibitors
Cc1nnc(Sc2cc(C(=O)NCCCOC(C)C)c3ccccc3n2)s1	/	i	-7%	-8%	/	/	/	10%	/	/
O=C(CN1CCN(Cc2ccccc2)CC1)N1CCN(c2ccccc2)CC1	/	i	-3%	5%	/	/	/	2%	/	/
COc1cc(C=O)c(Cl)cc1OCC(N)=O	2%	i	-6%	-2%	0	8	-0.5%	1%	1.1	4%
CC(=O)Nc1ccc(NC(=O)c2nc(-c3ccccc3)oc2C)cc1	1%	i	-2%	10%	26	-36	-1.5%	7%	1	0%
COc1cc2c3nnc(-c4ccc(F)cc4)c-3cn(Cc3cccc(C)c3)c2cc1OC	1%	i	-1%	4%	17	16	-4.5%	-1%	1	5%
Cc1nn(C)c(Cl)c1C(N)=O	2%	i	-13%	11%	-8	3	-14%	2%	1.1	-2%
CCNC(=S)N1CCN(S(=O)(=O)c2ccc(C)c(C)c2)CC1	3%	i	-2%	-11%	-1	1	-1.9%	0%	1.1	-1%
COc1ccc(N2C(=O)C3C(c4ccc(C(=O)O)cc4)NC(Cc4ccccc4)(C(=O)O)C3C2=O)c([N+](=O)[O-])c1 (stereo not given)	4%	i	0%	1%	8	-5	-5.1%	-2%	1.1	-14%
COc1ccc(NC(=O)c2ccc(NCC3CCCO3)c([N+](=O)[O-])c2)cc1 (stereo not given)	/	i	-2%	15%	1	0	-8.7%	2%	1	/
CNc1cc(N2CCN(S(=O)(=O)N(C)C)CC2)ccc1[N+](=O)[O-]	35%	i	-2%	3%	0	2	-1.7%	4%	0.9	8%
C/C(=N\NC(N)=S)C12CC3CC(CC(C3)C1)C2	-3%	i	-5%	15%	12	-3	-3.8%	3%	1.1	7%
CCOC(=O)N1CCC(Nc2c(NCCCN(C)Cc3ccccc3)c(=O)c2=O)CC1	6%	i	-7%	-3%	-8	-3	-11%	2%	1.1	2%
COc1cc(NC(=O)COC(=O)Cc2ccc(-c3ccccc3)cc2)cc(OC)c1	17%	i	6%	2%	45	23	-3.3%	4%	1.1	7%
COC(=O)c1ccc(C(=O)OC)c(NC(=S)N2CCN(c3cc(Cl)ccc3C)CC2)c1	-1%	i	-5%	-12%	28	-10	-2.2%	3%	1	9%

Random draw from the library; 3.7% or so of the library scored in one or more.
